Rev-RRE block – inhibitors of HIV-1 Rev-RRE RNA interaction; actives 0.79% (n = 97,000); P05866; inhibition, % at 8 µM; Rev peptide-RRE RNA binding, FRET;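 active = inhibition above the screen-wide mean plus 3 SD, cut at about 35% in these data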;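 note: 0% = median DMSO wells and 100% = median Neomycin B control wells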
Target sequence (P05866 whole entry, looked up): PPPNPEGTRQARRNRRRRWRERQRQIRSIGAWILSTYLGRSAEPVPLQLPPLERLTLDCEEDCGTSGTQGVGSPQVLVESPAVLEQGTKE
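Test system: Cy5-tagged RRE RNA duplex with fluorescein-tagged Rev peptide | Read-out: % inhibition of FRET ratio versus controls | Probe or stimulus: Labelled Rev peptide | Incubation: 5 min RNA-compound premix plus 15 min binding step, 25 °C | Technique: FRET fluorescence readout | Benchmarks: DMSO low control, neomycin B high control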
ERa coact inh – ER-alpha (human) coactivator binding inhibition | inhibition, % at 25.6 µM | TR-FRET ER-alpha LBD / SRC-1 peptide, estradiol-bound | actives 1.7% (n = 86,000); in the data active = inhibition above about 50%;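 note: 0% = receptor plus peptide control and 100% = peptide only without receptor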
FAK blocker – FAK (human) kinase inhibition; actives 0.84% (n = 97,000); Q05397; biochemical FAK kinase activity assay; inhibition, %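 (tested at 7 µM)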; in the data active = inhibition above about 19%;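 note: 0% = DMSO and 100% = reference compound high control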
ERb SRC1 inh – blocks coactivator binding to human estrogen receptor beta | Q92731 | TR-FRET ER-beta LBD / SRC1-Cy5 peptide binding; receptor agonist-loaded with 1 µM estradiol | inhibition, % at 25.6 µM | actives 1.3% (n = 86,000) | AID 633;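 active = compounds whose percent inhibition of the receptor-coactivator binding signal exceeds about 50% in the single-dose screen, limit read from the data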;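 note: 0% = receptor plus peptide wells without compound and 100% = peptide-only wells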
Target sequence (Q92731 whole entry, looked up, the tested form may be a part): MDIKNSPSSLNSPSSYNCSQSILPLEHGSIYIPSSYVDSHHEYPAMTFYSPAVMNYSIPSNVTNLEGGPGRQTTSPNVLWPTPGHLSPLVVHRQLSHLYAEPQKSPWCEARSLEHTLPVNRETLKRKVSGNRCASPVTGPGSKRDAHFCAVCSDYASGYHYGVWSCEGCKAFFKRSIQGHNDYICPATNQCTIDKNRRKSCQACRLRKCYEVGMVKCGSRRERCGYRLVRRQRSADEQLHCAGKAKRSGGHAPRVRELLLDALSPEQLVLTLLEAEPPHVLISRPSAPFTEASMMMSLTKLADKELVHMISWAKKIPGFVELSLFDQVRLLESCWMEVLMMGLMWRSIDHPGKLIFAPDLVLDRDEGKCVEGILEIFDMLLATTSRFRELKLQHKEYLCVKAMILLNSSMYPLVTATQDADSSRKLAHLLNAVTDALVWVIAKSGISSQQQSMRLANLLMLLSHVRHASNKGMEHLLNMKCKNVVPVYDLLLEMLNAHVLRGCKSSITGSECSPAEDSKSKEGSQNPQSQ
ERa coact pot – enhances coactivator binding to human estrogen receptor alpha. AID 639. actives 1.3% (n = 86,000). TR-FRET ERalpha-LBD/SRC-Cy5 coactivator binding, 2 h; 100 = basal binding, no effect. coactivator binding (% of control), % at 25.6 µM; in the data active = activity above about 200%;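 note: binding measured in presence of low estradiol as agonist stimulus; 0% = peptide alone without receptor and 100% = receptor with peptide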
PLK1 inh – inhibitors of human PLK1 kinase | P53350 | recombinant PLK1 kinase, TR-FRET peptide phosphorylation | inhibition, % at 10 µM | actives 0.53% (n = 97,000);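 active = inhibition of 50% or more in the single-concentration screen; inactive = inhibition below 50%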;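 note: 0% = DMSO max control and 100% = H-89 dihydrochloride min control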
Mac1 fbg inh – blocks human CD11b/CD18 adhesion to fibrinogen; P05107+P11215; K562 CD11b/CD18 adhesion to fibrinogen, ATPlite luminescence; Mn2+ added to activate the integrin; inhibition, % at 10 µM; actives 0.54% (n = 93,000);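 active = primary inhibition of 50% or more at 10 µM, then 40% or more on retest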; note: some results filed as inactive read as strong as hits
CD11b adhes enh – CD11b/CD18-fibrinogen binding enhancement; P05107+P11215; K562 CD11b/CD18 adhesion to fibrinogen, ATPlite luminescence; activation, % at 10 µM; actives 0.07% (n = 93,000); AID 1499;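 active = 10 µM primary screen giving 50% or more activity, confirmed by 40% or more on retest at that dose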; note: strong numbers were not always called active
Plk1 PBD FP – inhibitors of human Plk1 polo box domain binding; P53350; Plk1 PBD phosphopeptide binding, fluorescence polarization; inhibition, %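 (tested at about 20 µM)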; actives 0.13% (n = 97,000); in the data active = inhibition above about 34%, passing the limit was not always enough
The depositor's hits bear a star; . = not tested or not shown; [ ] = another dose, or the depositor's remark.

No.	Compound	Rev-RRE block	ERa coact inh	FAK blocker	ERb SRC1 inh	ERa coact pot	PLK1 inh	Mac1 fbg inh	CD11b adhes enh	Plk1 PBD FP
1	O=C1N=C2SCCN2/C1=C\c1c(Cl)cccc1Cl	5	.	7	.	.	-10	-14	-2	3
2	CCOC(=O)c1cnc(-c2ccccc2)nc1Oc1ccc(Cl)c(Cl)c1	7	.	-1	.	.	-7	.	.	14
3	COc1ccc(NS(=O)(=O)c2ccc(OCC(=O)N3CCCC3)cc2)cc1	2	-18	2	-5	109[fluorescence artefact?]	-8	3	-2	-20
4	O=C(N/N=C/c1cccc(C(F)(F)F)c1)c1cc2c(s1)-c1ccccc1CC2	13	.	-4	.	.	-11	-10	61	-28
5	OCCCCNCc1ccc(OCc2ccccc2Cl)cc1	-8	.	-11	.	.	-4	.	.	-9
6	CCOCCCNC(=O)C1CCC(=O)N1CCc1ccccc1 (stereo not drawn)	2	-4	-1	2	100	-3	7	7	16
7	CCOCCCNC(=O)c1c[nH]c2ccc(S(=O)(=O)Nc3cccc(OC)c3)cc2c1=O	14	53*	1	16	32[fluorescence artefact?]	-11	-20	5	6
8	CCOC(=O)c1c(C)[nH]c(C(=O)COC(=O)c2ccccc2NC(=O)c2ccco2)c1C	4	9[fluorescence artefact?]	-5	11[fluorescence artefact?]	134	-9	.	.	6
9	COc1ccc(C2C(C(=O)N3CC(C)CC(C)C3)c3ccccc3C(=O)N2C)cc1 (stereo not drawn)	-2	2	0	3	104	-3	3	8	-2
10	CSCCC(CO)NC(=O)OCc1ccccc1 (stereo not drawn)	2	-10	-2	-8	117	-7	-22	5	-2
11	CCS(=O)(=O)N1CCC(C(=O)NCc2cccc(OC)c2)CC1	11	-4	4	-7[fluorescence artefact?]	125[fluorescence artefact?]	-4	-9	-2	-4
12	O=C(O)C1CSC2(c3ccc4c(c3)OCCO4)CCC(=O)N12 (stereo not drawn)	7	5	-2	8[fluorescence artefact?]	96	-5	-16	-3	18
13	COc1ccc(-n2c(Cc3cccn3C)nnc2SCC(=O)Nc2ccccc2)cc1	0	-8	-9	-14	115	-2	-25	6	-27
14	O=C(Oc1ccc(/C=N/O)cc1)c1ccccc1	3	-8	-2	5	105	-15	-5	1	-2
15	CCN(CC)c1ccc(C(=O)OCc2cc(=O)oc3cc(O)ccc23)cc1	7	.	-2	.	.	-66	.	.	6

Next section, overlapping the part above by 3 compounds.
No.	Compound	Rev-RRE block	ERa coact inh	FAK blocker	ERb SRC1 inh	ERa coact pot	PLK1 inh	Mac1 fbg inh	CD11b adhes enh	Plk1 PBD FP
13	COc1ccc(-n2c(Cc3cccn3C)nnc2SCC(=O)Nc2ccccc2)cc1	0	-8	-9	-14	115	-2	-25	6	-27
14	O=C(Oc1ccc(/C=N/O)cc1)c1ccccc1	3	-8	-2	5	105	-15	-5	1	-2
15	CCN(CC)c1ccc(C(=O)OCc2cc(=O)oc3cc(O)ccc23)cc1	7	.	-2	.	.	-66	.	.	6
16	COc1ccc(CCNC(=O)CCC2COc3ccccc3O2)cc1OC (stereo not drawn)	-2	-2	-4	-5	108	-6	.	.	-1
17	CC(=O)NC1CC2CCCC(C1)N2CC(=O)N1CCCc2ccccc21 (stereo not drawn)	1	.	-1	.	.	-6	.	.	-1
18	CCCn1nc(NS(C)(=O)=O)c2cc3cccc(C)c3nc21	6	-12	-8	-6	121	-6	4	-1	11
19	CCCCCOc1ccc(CSc2ncn[nH]2)cc1	5	-4	-2	-6	88	1	.	.	-5
20	Cn1c(NC(=O)c2cc(Br)ccc2Cl)cc(=O)n(C)c1=O	6	.	4	.	.	-3	-3	8	-4
21	COCCn1nnnc1C(C(C)C)N(Cc1cccnc1)Cc1cc2cc(OC)ccc2[nH]c1=O (stereo not drawn)	12	5[fluorescence artefact?]	0	-6[fluorescence artefact?]	94	-10	-13	-2	13
22	COC(=O)c1ccc(NC(=O)CNS(=O)(=O)c2cccs2)cc1	13	-11	2	-8	88	-3	-4	1	-24
23	COc1ccc(CSc2nnc(C)n2N)cc1Br	8	5	-2	-2	127	-9	-5	0	-5
24	Cc1ccccc1NC(=O)c1cc(S(=O)(=O)N2CCOCC2)cs1	2	-3	-1	1	109	4	.	.	-8
25	CC1(C)CC(NC(=O)CC2CCCCC2)CC(C)(C)N1	1	27	3	11	118	5	-19	1	-9
26	CNC(=S)N(Cc1ccc(OC)cc1)C1CC(=O)N(c2ccc(Cl)cc2)C1=O (stereo not drawn)	12	.	-6	.	.	-2	.	.	-26
27	CCOCCCNC(=O)c1cn(C)c(=O)c2cc(OC)c(OC)cc12	8	0[fluorescence artefact?]	-2	9[fluorescence artefact?]	92	-15	-8	-2	0
28	Cc1ccccc1NCC(=O)N/N=C/C(Br)=C/c1ccccc1	-6	-4	2	5	101	-3	-9	6	21
29	CC(CC1CC(C)(C)OC1=O)C(=O)Nc1nncs1 (stereo not drawn)	3	-3	0	-16	101	2	7	2	26
30	O=C(c1ccc(Br)o1)N1CCN(c2ccc3nnc(-c4ccc(F)cc4)n3n2)CC1	-3	27[fluorescence artefact?]	9	24[fluorescence artefact?]	125[fluorescence artefact?]	-7	28	-3	29
31	CC(=O)c1ccc(NC(=O)N[C@@H](CC(C)C)C(=O)O)cc1	3	1[fluorescence artefact?]	-10	2[fluorescence artefact?]	116	-8	-4	-6	12
32	CC(C)(C)n1ncc(Oc2ccc(Oc3cnn(C(C)(C)C)c(=O)c3Cl)cc2)c(Cl)c1=O	8	-13[fluorescence artefact?]	1	7	114[fluorescence artefact?]	-8	.	.	-30
33	CCOc1cc(/C=C2/N=C(c3ccc(C(C)(C)C)cc3)OC2=O)cc(Cl)c1OS(C)(=O)=O	-3	.	-11	.	.	0	-4	70	-7
34	CCCn1ncc(OC)c(Cl)c1=O	5	.	0	.	.	2	-2	-2	-7
35	Cc1nnc(C)n1/N=C/c1cccnc1	5	4	-3	-2	89	-24	2	5	10
36	CCOC(=O)N1CCN(C(=O)c2ccc(N(C)S(C)(=O)=O)cc2)CC1	9	3	0	-5[fluorescence artefact?]	97	-8	-5	8	-19
37	COc1cc(Cl)c(S(=O)(=O)NCc2cccnc2)cc1Cl	5	-9	1	2	87[fluorescence artefact?]	-5	-5	-5	-13
38	Cc1cccc(N/C(N)=N/c2nc3c(c(=O)[nH]2)CCCC3)c1	11	-5	-5	-8	119	-1	-2	-2	0
39	Cc1oc2c(c1C(=O)NCc1ccccc1)CCCC2	2	-3	8	-2	96[fluorescence artefact?]	-7	-9	1	-16
40	O=Cc1ccc2noc(-c3ccc(Cl)cc3)c2c1	14	39	19	29	52	-6	0	-2	12
41	CC(C)NC(=O)NC(=O)COC(=O)c1ccccc1Oc1ccccc1	8	.	4	.	.	-15	14	5	8
42	[O-]/[N+](=C/c1ccc(F)cc1)c1ccc(Cl)cc1	9	3[fluorescence artefact?]	1	2[fluorescence artefact?]	112	1	2	-3	-3
43	Nc1scc(-c2ccncc2)c1Cl	9	-11	1	-2	103	24	.	.	3
44	N#CC1=C(N)N=C(SCc2cccc3ccccc23)C(C(N)=O)C12CCCCC2 (stereo not drawn)	4	.	1	.	.	-8	-8	-2	-3
45	CCOc1nc2c(c(=O)n(C)c(=O)n2C)n1Cc1ccccc1Cl	8	-20	6	8	131	-7	-1	-5	13
46	CCOC(=O)N1CCN(S(=O)(=O)c2ccc3c(c2)CCN3C(=O)C2CC2)CC1	7	8	-2	6[fluorescence artefact?]	90	-11	.	.	-16
47	CC(C)Cc1cc(C(=O)O)c2ccccc2n1	4	36[fluorescence artefact?]	-1	19	106	-9	.	.	-26
48	CCn1c(SCC(=O)N2CCN(c3ccc(F)cc3)CC2)nc2ccccc2c1=O	2	1	-11	-6	73	-6	4	0	-10
49	CCOC(=O)c1ccc2[nH]c3c(c2c1)CCCCC3=O	10	8	2	8[fluorescence artefact?]	97[fluorescence artefact?]	-4	.	.	-4
50	COc1cc(C2CC(=O)C=C(O)C2)cc(OC)c1OC (stereo not drawn)	-3	-1	2	-9	123	-2	-53	12	-11
51	O=C(O)c1ccc(COCC(F)(F)F)cc1	3	-9	-1	6	108	-2	-29	6	5
52	Clc1ccc2[nH]c3c(NCCN4CCOCC4)ncnc3c2c1	.	-1	.	-4	106	.	-4	-3	.
53	Cc1cc(-c2nc3cccnc3s2)ccc1NS(=O)(=O)c1ccc2c(c1)OCCO2	7	10[fluorescence artefact?]	-7	16	204*[fluorescence artefact?]	-14	22	0	23
54	Oc1cccc(-c2nc3ccccc3s2)c1	5	7	3	6[fluorescence artefact?]	180[fluorescence artefact?]	-9	54	-2	-6
55	COc1cc(OC)cc(-c2nnc(Nc3nc4c(F)cccc4s3)o2)c1	7	34[fluorescence artefact?]	36*	33[fluorescence artefact?]	436*[fluorescence artefact?]	-15	16	0	19
56	CCN(CC)c1nc(C(N)=O)cc(-c2ccccc2)n1	12	5	6	6[fluorescence artefact?]	79	-4	3	-4	-3
57	Cc1ccc2nc(SCc3ccc([N+](=O)[O-])cc3)[nH]c2c1	8	.	-6	.	.	-9	.	.	5
58	CCN1CCN(C(=O)c2cc3nc(-c4ccccc4)cc(C(F)(F)F)n3n2)CC1	7	-9	0	-4	96	-7	-20	9	-5
59	CCOC(=O)c1nnn(CC(=O)N2N=C(c3ccc(Cl)cc3)CC2c2ccc(OC)cc2)c1C(=O)OCC (stereo not drawn)	5	4	3	4	125	-8	.	.	-4
60	COC(=O)c1ccccc1NC(=O)CSc1nnc(-c2ccc(C)cc2)o1	9	-5	1	5	90[fluorescence artefact?]	-10	.	.	-7
61	CCCCN1C(=O)C(NC(C)=O)c2cc(Br)ccc21 (stereo not drawn)	6	-1	5	-5	106	-3	7	-2	0
62	CCc1ccc(NC(=O)CCNS(=O)(=O)c2cccc3nonc23)cc1	.	-17[fluorescence artefact?]	.	-22	132	.	-9	-2	.
63	CSCCC(C(=O)Nc1ccc2c(c1)OCO2)N1C(=O)c2ccccc2C1=O (stereo not drawn)	-2	-11	3	-4	104	-9	-38	8	12
64	O=C(CSc1ccc(Cl)cc1)N1CCN(c2ncc(C(F)(F)F)cc2Cl)CC1	7	.	3	.	.	-5	72	-12	7
65	Cc1ccc2nc(-c3cccc(NC(=O)c4ccc5c(c4)OCCO5)c3)oc2c1	3	68*[fluorescence artefact?]	4	42[fluorescence artefact?]	102[fluorescence artefact?]	-17	7	0	-20
66	O=C1c2ccccc2S(=O)(=O)N1CCOc1ccccc1	3	-6	-2	13	107	-1	-3	-2	18
67	CCOC(=O)Cc1csc(NC(=O)COc2ccccc2)n1	3	-1	2	2	96	-9	-27	6	15
68	Cc1ccc(O)c(-c2cc(-c3cccc(F)c3)n[nH]2)c1	17	6[fluorescence artefact?]	4	6	81	4	9	0	-8
69	O=C(Cc1c(F)cccc1Cl)NCCCn1ccnc1	3	.	-1	.	.	-12	-10	0	-21
70	Cc1ccc(S(=O)(=O)N2CCCN(S(=O)(=O)C3CCS(=O)(=O)C3)CC2)cc1 (stereo not drawn)	-3	-4	-8	-6[fluorescence artefact?]	120	-7	-22	-4	-19
71	Cc1ccc(S(=O)(=O)NC(=O)CSc2nc3ccccc3s2)cc1	1	.	-7	.	.	-8	.	.	-21
72	CS(=O)(=O)CCC(C(=O)n1nnc2ccccc21)N1C(=O)c2ccccc2C1=O (stereo not drawn)	.	-3	.	-1	125	.	-4	-3	.
73	N/C(=N\OC(=O)CC1CCCCC1)c1cccnc1	4	.	-2	.	.	-5	-3	3	-30
74	Cc1nc2cc(CC(=O)O)ccc2o1	4	.	2	.	.	-2	.	.	-36
